# Compound activity deposited in PubChem by National Center for Advancing Translational Sciences (NCATS).
# Epigenetic reg: epigenetic control regulation, reporter derepression. Potency, µM (doses to about 53.9 µM), for the others: top-dose GFP activation, usual class: activators. 280,000 compounds, 0.2% hits. murine LDR cells, GFP reporter derepression, 30 h; also: % of control where 0% means no effect; nearly all actives have a fitted effect of over 60% in size
#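 Murine LDR cells bearing a silenced CMV-driven GFP reporter were exposed to compound for 30 h at 37 C. After PBS washes, GFP-positive cells (20-120 um objects) counted by laser-scanning microplate cytometry.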
# Tau fluor cs: counter-screen for tau fibril formation inhibitors | Potency, µM (series often up to 57.7 µM), for the others: top-dose activity change, negative = decrease | tau K18 P301L (four-repeat tau fragment) Alexa594 fluorescence, heparin fibrillization | 280,000 compounds, 0.93% hits | AID 1463; also: % is scaled to controls: 0 for no effect and ±100 for the full control effect; nearly all actives have a fitted effect of over 55% in size
#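 Human K18 P301L tau (15 uM unlabeled plus 0.24 uM Alexa 594-labeled, final) in 100 mM sodium acetate pH 7 was mixed with compound and 20 uM heparin and incubated 6 hr at 37 C.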
# ALDH1A1 inh: ALDH1A1 (human) enzyme inhibition. Purified ALDH1A1, NADH fluorescence, propionaldehyde substrate. Potency, µM (doses to about 75.3 µM), inactives show at the highest dose activity, negative = inhibition, actives largely listed as inhibitors. 220,000 compounds, 7.3% hits. AID 1030; active = well fitted inhibition curve with a large enough effect, not every such curve was filed as active; inconclusive = small, poorly fitted or top-dose-only effect, or another doubt; inactive = no such curve, though single readings can be large or run the other way;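 also: plate controls were no enzyme wells and a reference inhibitor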
# Target sequence (P00352 whole entry, looked up): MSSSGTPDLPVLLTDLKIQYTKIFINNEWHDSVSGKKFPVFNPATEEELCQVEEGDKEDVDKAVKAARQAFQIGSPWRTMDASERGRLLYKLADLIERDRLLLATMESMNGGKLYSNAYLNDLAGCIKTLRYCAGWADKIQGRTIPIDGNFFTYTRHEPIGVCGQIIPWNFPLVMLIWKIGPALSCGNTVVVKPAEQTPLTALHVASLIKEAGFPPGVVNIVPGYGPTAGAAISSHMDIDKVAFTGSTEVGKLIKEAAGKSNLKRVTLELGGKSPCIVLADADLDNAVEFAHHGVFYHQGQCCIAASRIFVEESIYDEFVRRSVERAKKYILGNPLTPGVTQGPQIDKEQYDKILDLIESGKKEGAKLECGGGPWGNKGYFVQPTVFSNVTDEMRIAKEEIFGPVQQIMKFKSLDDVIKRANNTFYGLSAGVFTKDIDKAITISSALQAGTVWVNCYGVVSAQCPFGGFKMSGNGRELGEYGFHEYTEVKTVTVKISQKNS
# GAA glycogen: inhibitors or activators of human alpha-glucosidase glycogen cleavage; recombinant GAA, glycogen substrate, Amplex Red glucose oxidase fluorescence; 300,000 compounds, 0.38% hits; Potency, µM (top dose mostly 76.4 µM), inactives show at the top dose activity change, negative = inhibition, most hits filed as inhibitors;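 also: 0% = full enzyme reaction and -100% = no-enzyme basal signal; the screen sought inhibitors and activators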
#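 Recombinant human enzyme (4 nM); glycogen substrate; 37 C, 40 min, pH 5.0. Readout: coupled glucose oxidase/Amplex Red fluorescence.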
# aGal spleen mod: alpha-galactosidase A (human) modulation; P06280; AID 2107; human spleen homogenate, 4MU-alpha-Gal fluorescence, 40 min; Potency, µM (doses to about 80 µM), without a hit: at the top dose activity change, negative = inhibition, most hits filed as inhibitors; 240,000 compounds, 0.008% hits;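 also: 0% = enzyme with vehicle and -100% = no enzyme basal signal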
# Target sequence (P06280 32-429 limits assumed): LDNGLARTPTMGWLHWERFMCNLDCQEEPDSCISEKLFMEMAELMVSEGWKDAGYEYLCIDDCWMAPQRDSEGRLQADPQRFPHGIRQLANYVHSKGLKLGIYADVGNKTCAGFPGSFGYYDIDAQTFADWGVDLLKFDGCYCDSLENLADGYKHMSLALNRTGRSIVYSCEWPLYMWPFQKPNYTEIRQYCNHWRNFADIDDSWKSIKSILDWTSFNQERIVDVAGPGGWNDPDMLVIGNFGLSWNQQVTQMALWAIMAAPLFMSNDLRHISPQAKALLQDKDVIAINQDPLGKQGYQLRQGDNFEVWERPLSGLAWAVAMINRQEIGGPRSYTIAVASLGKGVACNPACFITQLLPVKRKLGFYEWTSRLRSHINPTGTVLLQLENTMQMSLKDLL
#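 Fluorogenic readout (Ex 365/Em 440 nm) of 4-methylumbelliferone released from 1 mM 4-MU-alpha-galactoside by spleen homogenate, 40 min at 37C, pH 5.0. Data normalized to no-enzyme and enzyme controls; Hill-equation AC50 from compound titrations.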
# GAA inhib: inhibitors of human lysosomal alpha-glucosidase; AID 1466; 200,000 compounds, 0.005% hits; purified human GAA, 4-MU-alpha-glucoside fluorescence; Potency, µM (doses to about 76.9 µM), for the others: at the top dose activity change, negative = inhibition, actives largely listed as inhibitors;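 also: plate controls were uninhibited enzyme wells for no effect and no-enzyme background for full effect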
#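 Fluorogenic assay: 4 nM human alpha-glucosidase with 400 uM 4-methylumbelliferyl-alpha-D-pyranoside in 50 mM citrate/phosphate, 0.005% Tween-20, pH 5.0, 20 min at room temperature. Compounds tested up to 77 uM; AC50 from Hill fits.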
# NPSR antag: antagonists of human neuropeptide S receptor cAMP signaling; Q6W5P4; CHO-NPSR cells, cAMP TR-FRET, antagonist mode; Potency, µM (highest dose often 38.3 µM), for inactives: at the highest dose activity change, negative = inhibition, actives largely listed as inhibitors; 220,000 compounds, 1% hits; also: % is scaled to controls: 0 for no effect and ±100 for the full control effect; nearly all actives have a fitted effect of over 50% in size; many of its hits are not listed in these tables
# aGlu spleen mod: inhibitors or activators of human alpha-glucosidase in spleen homogenate; 240,000 compounds, 0.006% hits; human spleen homogenate, 4-MU-alpha-glucoside fluorescence; Potency, µM (titrated, usually from 79.9 µM), for inactives: at the top dose activity change, negative = inhibition, usual class: inhibitors;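 also: 0% = enzyme with vehicle and -100% = no enzyme basal signal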
#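 Enzyme source: human spleen homogenate, 1 ug/well. Buffer 50 mM citric acid/K phosphate pH 5.0, 0.01% Tween-20. 4-MU-alpha-glucoside 1 mM; 37 C x 40 min; NaOH/glycine stop; fluorescence.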
# Numbers without * were called inactive; ? = inconclusive; . = no result given; & = joins results of further samples; [ ] = another dose, or the depositor's remark. Unless noted, calls follow the shape of the dose curve; as a rule, active = well fitted curve in the direction sought with a large enough effect; inconclusive = small, poorly fitted or top-dose-only effect, or another doubt; inactive = no such curve, though single readings can be large; an effect the other way counts as inactive or inconclusive. Potency is read from the fitted curve at half-maximal effect. This is a subset. The share of hits here may be higher or lower than overall.
SMILES,Epigenetic reg,Tau fluor cs,ALDH1A1 inh,GAA glycogen,aGal spleen mod,GAA inhib,NPSR antag,aGlu spleen mod
N/C(Cc1ccc([N+](=O)[O-])cc1)=N\OC(=O)c1ccco1,-2.9%,-16%,?,-11%,8%,8%,-11%,-5%
CCNC(=S)Nc1cccc(S(=O)(=O)NC2=NCCC2)c1,1.3%,-7%,-3%,7%,3%,-1%,5%,1%
Cc1ccc(C)c(NC(=O)c2oc(=O)c3ccccc3c2-c2ccccc2)c1,1.2%&-1.8%,-14%&-20%,?,-12%[76.3 µM],1%,-11%,-29%,6%
Cc1cccc(C)c1OCC(=O)OCC(=O)c1ccc2c(c1)NC(=O)CO2,-3.6%,-22%,-15%,-1%,-2%,3%,?,-4%
Cc1cc(F)ccc1S(=O)(=O)Nc1ncnc2sccc12,-2.2%,-1%,-5%,3%,-4%,-1%,-5%,.
Nc1ncnc2c1ncn2C1CCCO1 (stereo unspecified),-2.3%&0.0%,3%&3%,3%,.,1%&4%&-7%,.,?,11%&17%&-1%
Cc1cc(NC(=O)CSc2nc3ccccc3c(=O)n2Cc2ccc(F)cc2)no1,0.2%,-11%,1%,0%,18%,-3%,?,-17%
N#Cc1ccc(-c2csc(NC3=NCCCCC3)n2)cc1,1.0%,-2%,-12%,0%,-1%,7%,-12%,3%
O=c1c(Br)c(NCc2ccccc2)cnn1-c1ccc(F)cc1,-0.1%,4%,-1%,-9%,-4%,2%,-19%,-15%
CCOCCCNc1ccc(N2C(=O)C3CCCCC3C2=O)cc1[N+](=O)[O-] (stereo unspecified),-4.2%,-17%,?,-4%,-3%,-11%,1%,1%
O=C(COC(=O)C1CC(O)CN1S(=O)(=O)c1ccc(Cl)cc1)c1cccc(Cl)c1 (stereo unspecified),-3.2%,-19%,-10%,5%,-4%,0%,-2%,-7%
COc1ccc(C(=O)CSc2nnc(-c3ccccc3)o2)cc1,0.0%,-2%,?,4%,9%,-6%,-20%[46.1 µM],1%
CCCc1nc2c(nnn2Cc2ccccc2F)c(=O)[nH]1,0.0%,-11%,-51%,-9%,-5%,-7%,8%[46.1 µM],0%
O=C(Nc1ccccc1N1CCCCC1)c1cccc(F)c1,-1.1%,-18%,-10%,-4%,0%,-13%,-26%[46.1 µM],-8%
Cc1cc(Cl)ccc1OC(C)C(=O)NCCCn1ccnc1 (stereo unspecified),-1.1%,-8%,1%,-7%,2%,5%,-11%,3%
COc1ccc(OC)c(-c2cc(C(=O)N3CCN(c4ccccc4)CC3)no2)c1,0.8%,-26%,?,-14%,3%,-11%[15.4 µM],-10%[46.1 µM],4%
Cc1c(C#N)c(O)n(C)c(=O)c1N=Nc1ccc(S(N)(=O)=O)cc1,1.2%,-10%,?,2%,-9%,-9%,-25%,-19%
Nn1c(SCC(=O)NCc2ccccc2)nncc1=O,0.0%,1%,-1%,-5%,5%,2%,24%,8%
O=C(CNc1ccc2ccccc2c1)N/N=C/c1ccc(OC(=O)/C=C/c2ccco2)cc1,-1.1%,7.1µM*[quencher],9%,10%,1%,-8%,-2%,-4%
CC(=O)N(C)c1ccc(NC(=S)NCC(C)C)cc1,-0.1%,1%,1%,1%,-4%,-6%,10%,-3%

# Part of the list above, as labelled records.
SMILES: Cc1c(C#N)c(O)n(C)c(=O)c1N=Nc1ccc(S(N)(=O)=O)cc1
- Epigenetic reg: 1.2%
- Tau fluor cs: -10%
- ALDH1A1 inh: ?
- GAA glycogen: 2%
- aGal spleen mod: -9%
- GAA inhib: -9%
- NPSR antag: -25%
- aGlu spleen mod: -19%
SMILES: O=C(Nc1ccccc1N1CCCCC1)c1cccc(F)c1
- Epigenetic reg: -1.1%
- Tau fluor cs: -18%
- ALDH1A1 inh: -10%
- GAA glycogen: -4%
- aGal spleen mod: 0%
- GAA inhib: -13%
- NPSR antag: -26%[46.1 µM]
- aGlu spleen mod: -8%
SMILES: CC(=O)N(C)c1ccc(NC(=S)NCC(C)C)cc1
- Epigenetic reg: -0.1%
- Tau fluor cs: 1%
- ALDH1A1 inh: 1%
- GAA glycogen: 1%
- aGal spleen mod: -4%
- GAA inhib: -6%
- NPSR antag: 10%
- aGlu spleen mod: -3%

# (listing goes on)
SMILES,Epigenetic reg,Tau fluor cs,ALDH1A1 inh,GAA glycogen,aGal spleen mod,GAA inhib,NPSR antag,aGlu spleen mod
COCCCN(CC(=O)Nc1ccc(N2CCOCC2)cc1)S(=O)(=O)c1ccc(C)cc1,0.1%,-4%,-15%,8%,-17%,?,-8%,6%
CC(=O)NC(=S)Nc1sc2c(c1C#N)CCCCC2,-1.1%,?,1.4µM*,-22%,-7%,-12%,7%[46.1 µM],-1%
CC(C)c1ccc(Nc2nc(CC(=O)O)cs2)cc1,-0.1%,-29%,?,?,-15%,-8%,26%,-3%
CCOc1ccc2nc(NCCCNS(=O)(=O)c3ccccc3)c(C#N)cc2c1,-1.0%,?,?,-1%,20%,4%,-12%[46.1 µM],4%
COC(=O)c1ccc(OCc2nc(N)nc(N3CCOCC3)n2)cc1,1.2%,3%,0%,-2%,?,4%,-7%[46.1 µM],-10%
CCc1nnc(NC(=O)CSc2nnc(-c3ccccc3NC(=O)c3ccccc3)o2)s1,3.7%,-13%,-5%,1%,6%,-9%,?,1%
Cn1c2c(c(=O)[nH]c1=O)C(c1ccc(O)cc1)C1=C(N2)c2ccccc2C1=O (stereo unspecified),-3.9%,?,-9%,15%,-12%,?,-58%,-5%
Cc1cccc(NC(=O)c2cc([N+](=O)[O-])ccc2NC2CCCCC2)c1,-3.2%,?,-11%,3%,-3%,4%,-40%,-2%
COc1ccccc1-n1c(=O)c2c3c(sc2n2c(=S)[nH]nc12)CCC3,-0.2%,-3%,3%,-1%,-5%,?,-23%,-3%
COc1ccc(OCC(=O)Nc2nnc(C)s2)cc1,-0.9%,-5%,16%,-7%,6%,1%,-5%[46.1 µM],4%
Cc1ccc(NC(=O)CC(N)=S)cc1,1.0%,-10%[11.6 µM],.,-10%,10%,.,-6%,-3%
Cc1cc2nc3c(=O)n(C4CCCCC4)c(=O)[nH]c3nc2cc1N,0.9%,1%,25%,-14%,-1%,0%,-17%,-1%
CCc1nnc(NC(=O)c2ccc(S(=O)(=O)N(C)c3ccccc3)cc2)o1,-4.6%,-11%,-4%,4%,-4%,-2%,-12%,4%
Cc1cc(C)nc(SCCc2ccncc2)n1,-1.1%,6%,25µM*,-11%,-3%,-3%,-10%[46.1 µM],-6%
COc1ccc(NC(=O)Nc2ccc3nc(C)c(C)nc3c2)cc1,-2.9%,?,4%,-8%,2%,-4%,-2%[46.1 µM],-4%
Cc1cc(Nc2ccc(C)c(Cl)c2)nc(N2CCOCC2)n1,0.8%,?,.,0%,-8%,.,?,4%
Cc1ccc(NCc2nnc(SCC(=O)c3ccccc3)n2Cc2ccco2)c(C)c1,0.0%,-28%,10µM*,-7%,3%,?,?,-12%
O=C(COC(=O)c1ccc(Cl)nc1)Nc1cc(S(=O)(=O)N2CCCCC2)ccc1Cl,-1.3%,-17%,?,-1%,3%,2%,8%,-9%
CCN(CC)CCn1c(NC(=O)c2ccc(Cl)cc2)nc2ccccc21,0.0%,-6%,?,-12%,3%,-4%,-16%[46.1 µM],-1%
C1CC1Cc1noc(CN2CCN(CC3CC3)CC2)n1,0.0%,3%,3%,-3%,0%,13%,-16%,-3%
N#CCCN/N=C(\Cc1nc2ccccc2[nH]1)c1ccccc1,-2.9%,-16%,?,-11%,5%,-10%,-11%[46.1 µM],-5%
Cc1cc(C)cc(Oc2ncnc3c2ncn3Cc2c(Cl)cccc2Cl)c1,-0.1%,-13%,-5%,-6%,-9%,-3%,?,-6%
CCCCC/C=C\C/C=C\CCCCCCCC(=O)NCC(=O)O,0.0%&-1.1%,-3%&-13%,4%&-7%,.,10%&-5%,.,.,2%&6%
CC(=O)N/C(=C\c1cccs1)C(=O)O,-1.2%,-5%,0%,-6%,0%,3%,12%,-2%
O=C(O)c1ccc(N2C(=O)c3cccc(Oc4ccc(Cl)cc4)c3C2=O)cc1,-1.9%,-5%,1%,-2%,1%,3%,-46%,-1%
CCN1C(=O)CC(NNC(=O)c2ccccc2)C1=O (stereo unspecified),-1.0%,-4%,.,-7%,5%,.,25%,-9%
O=C(c1cc(-c2ccc(O)cc2)on1)N1CCc2ccccc2C1,0.8%,?,?,-6%,8%,-5%[15.4 µM],-9%[46.1 µM],1%
O=C(/C=C/c1ccccc1[N+](=O)[O-])Nc1cccnc1,-0.1%,-23%,17%,-13%,-1%,5%,-5%,2%
Cc1ccc2cc(/C=N/Nc3nc4ccccc4[nH]3)c(Cl)nc2c1,0.0%,?,14%,7%,6%,-9%,21%,-3%
Cc1c(NC(=O)COC(=O)C23CC4CC(CC(Br)(C4)C2)C3)c(=O)n(-c2ccccc2)n1C,2.6%,3%,0%,13%,-2%,-10%,3%,-3%
Cc1ccc(NC(=O)C(C)Sc2nnc(-c3cccnc3)o2)cc1 (stereo unspecified),-1.1%,6%,2%,6%,7%,-3%,-2%[46.1 µM],2%
CN1CC(=O)N(C)c2ncn(Cc3ccccc3)c2C1=O,3.2%,1%,?,-1%,-1%,1%,-17%[46.1 µM],0%
Cc1c(C(=O)OCC(=O)Nc2c(C)n(C)n(-c3ccccc3)c2=O)cccc1[N+](=O)[O-],-4.5%,-2%,-6%,-9%,2%,5%,7%,-6%
Cc1cccc(OCCCC(=O)O)c1C,2.2%,-2%,7%,3%,-1%,-9%,-13%[46.1 µM],0%
CCC1CCCCN1Cc1ccc(OC)c(OC)c1 (stereo unspecified),-4.3%,4%,-4%,4%,8%,2%,-7%[46.1 µM],0%
CC(Oc1ccc(Br)cc1Br)C(=O)NC1CCCC1 (stereo unspecified),-3.5%,-4%,-5%,1%,4%,-9%,18%,-2%
Oc1cc2c(cc1O)C(c1ccccc1)CNCC2 (stereo unspecified),1.1%&0.0%&-0.5%,?,?,.,-7%&18%&-26%,.,-3%[46.1 µM],3%&-2%&-13%
Cc1ccc(C(=O)NC(NCc2ccccc2)C(Cl)(Cl)Cl)cc1 (stereo unspecified),0.0%,-16%,0%,1%,-2%,7%,-8%,3%
CC1(C)CC(=O)c2cnc(N3CCN(c4ccccc4)CC3)nc2C1,-0.9%,-4%,?,-1%,2%,3%,-13%[46.1 µM],4%
S=c1nccc(-c2ccc3c(c2)CCO3)[nH]1,-1.0%,.,.,-17%,4%,.,16%,10%
